# FEN1 inh: human FEN1 inhibition. P39748. Recombinant FEN1 flap cleavage, fluorescence, 15 min. Potency, µM (highest dose often 114 µM), without a hit: at the top dose activity change, negative = inhibition, actives largely listed as inhibitors. 390,000 tested, 0.35% active. AID 588795; note: nearly all actives have a fitted effect of over 65% in size
# Target sequence (P39748 whole entry, looked up): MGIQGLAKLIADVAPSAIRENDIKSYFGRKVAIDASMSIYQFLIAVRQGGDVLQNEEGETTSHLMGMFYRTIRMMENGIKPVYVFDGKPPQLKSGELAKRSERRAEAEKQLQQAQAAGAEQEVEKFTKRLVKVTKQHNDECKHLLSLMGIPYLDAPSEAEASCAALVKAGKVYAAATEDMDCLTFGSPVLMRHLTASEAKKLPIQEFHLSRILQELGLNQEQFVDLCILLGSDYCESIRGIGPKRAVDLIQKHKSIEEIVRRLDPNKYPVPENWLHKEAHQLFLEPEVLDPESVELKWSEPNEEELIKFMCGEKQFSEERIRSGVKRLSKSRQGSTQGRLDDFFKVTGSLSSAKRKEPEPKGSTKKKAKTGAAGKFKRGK
#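 FEN1 at 10 nM, compound pretreatment for 15 min (room temperature), 50 nM final substrate to initiate; endpoint reads at 0 and 15 min; DMSO-only plates used as vehicle background.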
# DT40 TDP1 CPT: DT40-hTDP1 cell growth loss with CPT | Potency, µM (series often up to 46.2 µM), inactives show at the top dose activity change, negative = growth inhibition, hits mostly inhibitors | chicken DT40 Tdp1-/-;hTDP1 cells + 20 nM CPT, ATP luminescence, 48 h | 420,000 tested, 12% active; note: nearly all actives have a fitted effect of over 55% in size
#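 Chicken DT40 Tdp1-/- cells stably complemented with human TDP1 were seeded at 400 cells/well in medium containing 20 nM camptothecin, exposed to pin-transferred compounds, and grown at 37 °C for at least 48 hr. Viability was read as ATP luminescence.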
# N370S GC: inhibitors or activators of N370S glucocerebrosidase for Gaucher disease | P04062 | N370S GC spleen homogenate, 4MU-glucoside fluorescence | Potency, µM (titrated, usually from 59.4 µM), inactives show at the highest dose activity change, negative = inhibition, most hits filed as inhibitors | 330,000 tested, 0.092% active | AID 2101;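 note: 0% = full enzyme activity and -100% = no enzyme basal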
# Numbers without * were called inactive; ? = inconclusive; / = not tested or not shown; [ ] = dose if it differs, or a comment. Calls come from the whole dose curve; as a rule, active = well fitted curve in the direction sought with a large enough effect; inconclusive = small, poorly fitted or top-dose-only effect, or another doubt; inactive = no such curve, though single readings can be large; an effect the other way counts as inactive or inconclusive. Unless noted, % is set by controls: 0 for no effect and ±100 for the full control effect; potency is the fitted concentration of half-maximal effect. A portion of the library; count on the stated rates, not on these rows.
# Below each SMILES: DT40 TDP1 CPT	N370S GC	FEN1 inh
> CN(C)c1ccc(CN(Cc2ccco2)C(=O)COc2ccc(F)cc2)cc1
 : ?	/	-4%
> CC1Sc2ccc(C(=O)NCc3ccccn3)cc2NC1=O (stereo not drawn)
 : 0.82µM*	/	-7%
> COCCCNC(=S)N/N=C/c1ccc(O)cc1O
 : ?	-16%	-8%
> CSc1ccccc1NC(=O)c1cc2c(=O)n3ccccc3nc2s1
 : 2%	5%	2%
> O=C(COc1ccc(F)cc1)N1CCC(c2ccccc2)C1 (stereo not drawn)
 : -23%	-21%	1%
> COc1ccc(CNc2cccc3[nH]c(C(F)(F)F)nc23)cc1
 : ?	-5%	12%
> CC1(C)CC(NC(=O)COc2ccc3ccccc3c2)CC(C)(C)N1
 : 3%	2%	-6%
> CCOc1ccccc1C(=O)Nc1c(C(=O)Nc2ccc(F)cc2)oc2ccccc12
 : 4.1µM*	/	-3%
> O=C(CSc1ncn[nH]1)c1ccc2c(c1)OCCO2
 : ?	-3%	1%
> COCc1nnc(NC(=O)C23CC4CC(CC(C4)C2)C3)s1
 : -19%	-10%	0%
> COc1cc2nc(COc3ccccc3[N+](=O)[O-])oc(=O)c2cc1OC
 : 2%	6%	1%
> Cc1cc(Cl)ccc1OCc1nnc(-c2ccccc2C)o1
 : -18%	2%	-1%
> CCSc1nnc(NC(=O)COc2ccccc2[N+](=O)[O-])s1
 : 2%	30%	-10%
> CCCn1nc(NC(=O)COC)c2cc3cccc(C)c3nc21
 : ?	0%	-16%
> N#Cc1ccccc1Sc1ccccc1C(=O)Nc1ccc2ccccc2c1
 : -22%	7%	-17%
> CN1CCN(S(=O)(=O)c2ccc(NC(=O)c3ccc(F)cc3Cl)cc2)CC1
 : -2%	-15%	0%
> COc1cc(Cl)nn(-c2ccccc2)c1=O
 : ?	-18%	7%
> CC(C)(C)Nc1nc(Oc2ccc(=O)[nH]n2)nc(N2CCOCC2)n1
 : -1%	-13%	-2%
> CC(=O)N1CCc2cc(S(=O)(=O)NCCCN3CCCCC3)ccc21
 : -2%	-2%	20%
> CC(O)c1cccc(NC2=CC(=O)CC(C)(C)C2)c1 (stereo not drawn)
 : -7%	2%	2%
> CN1C(=O)C(CC(=O)Nc2ccc(F)cc2)N(Cc2cccs2)C1=S (stereo not drawn)
 : ?	-14%	-5%
> CCc1nnc(NC(=O)CSc2nnc(Cc3ccccc3)n2Cc2ccccc2)s1
 : -7%	-2%	3%
> Cn1ncc2c(N3CCN(c4cccc(Cl)c4)CC3)ncnc21
 : ?	/	-7%
> CC(C)(C)c1ccc(OCC(=O)NCC2(N3CCOCC3)CCCCC2)cc1
 : 13µM*	/	-6%
> COc1cc2nc(NC(=O)c3ccccc3)sc(=O)c2cc1OC
 : -27%	-6%	38%[activator]
> COc1ccc(-n2c(SCC(=O)Nc3ccc4c(c3)OCO4)nc3ccccc3c2=O)cc1
 : ?	13%	12%
> COc1ccc(C(=O)N2CCC[C@@]3(CCN(Cc4cc(C(F)(F)F)cc(C(F)(F)F)c4)C3)C2)cc1
 : -9%	-1%	/
> O=C(NCc1cccnc1)c1cccn1-c1ncc(C(F)(F)F)cc1Cl
 : ?	0%	5%
> Cc1nc(C)c(-c2ccc(SCC(=O)Nc3ccc(Br)cc3)nn2)s1
 : 21µM*	/	14%
> O=C(CN1C(=O)C2C3C=CC(C3)C2C1=O)N1CC(=O)N(CCc2ccccc2)C(=O)C1 (stereo not drawn)
 : 0%	3%	4%

# Profiles from above:
# Entry for Cn1ncc2c(N3CCN(c4cccc(Cl)c4)CC3)ncnc21 = DT40 TDP1 CPT: ?; N370S GC: /; FEN1 inh: -7%
# Entry for Cc1cc(Cl)ccc1OCc1nnc(-c2ccccc2C)o1 = DT40 TDP1 CPT: -18%; N370S GC: 2%; FEN1 inh: -1%
# Entry for COc1ccc(C(=O)N2CCC[C@@]3(CCN(Cc4cc(C(F)(F)F)cc(C(F)(F)F)c4)C3)C2)cc1 = DT40 TDP1 CPT: -9%; N370S GC: -1%; FEN1 inh: /

# New compounds follow:
# Below each SMILES: DT40 TDP1 CPT	N370S GC	FEN1 inh
> O=C(O)C1C2C=CC(C2)C1C(=O)NCCc1ccncc1 (stereo not drawn)
 : -6%	-2%	4%
> O=C(O)CCN1C(=O)C(=C2CCCCCC2)SC1=S
 : -7%	10%	0%
> Cc1cc(C)c2ccc(Cl)cc2n1
 : 8%	0%	-1%
> COc1cc(NC(=O)c2ccco2)c(OC)cc1NC(=O)CCC(=O)Nc1cc(C)ccc1C
 : -6%	0%	4%
> COc1ccc(-c2nc3ccccc3c(=O)n2CCCN2CCOCC2)cc1
 : -26%	-1%	10%
> Cc1ccc(-c2nnc(N3CCOCC3)c3ccccc23)cc1S(=O)(=O)NCC1CCCO1 (stereo not drawn)
 : ?	11%	4%
> Cc1cccc(OCC(=O)NCc2ccccc2)c1
 : 1%	5%	?
> O=C(NCCN1CCOCC1)c1cccc(NS(=O)(=O)c2ccc(Br)cc2)c1
 : -25%	?	1%
> Cn1nccc1NC(=O)Nc1cccc(Br)c1
 : -14%	-7%	2%
> CS(=O)(=O)Nc1cccc(S(=O)(=O)N2CCN(C(=O)c3ccccc3)CC2)c1
 : -5%	-11%	-1%
> CC(=O)Nc1ccc(S(=O)(=O)NCc2nnnn2-c2ccc(Cl)cc2)cc1
 : -3%	-21%	-1%
> CS(=O)(=O)Nc1ccccc1C(=O)Nc1ccccc1Cl
 : -4%	1%	-11%
> FC(F)Oc1ccc(N=C2SCC3CCCCN23)cc1 (stereo not drawn)
 : ?	-10%	-17%
> Cc1cc([N+](=O)[O-])ccc1NC(=O)CCC(=O)N1CCCC1
 : -2%	1%	2%
> COc1ccc(OC)c(NC(=O)CSc2nnc(CNc3ccc(F)cc3)o2)c1
 : 0%	-7%	-18%
> O=C(NCCC(=O)N1CCC2(CC1)NCCc1[nH]cnc12)c1ccc(Br)cc1
 : 15%	-1%	4%
> Cc1nc(-c2ccc(F)cc2)sc1CCNC(=O)c1ccccc1
 : 15µM*	/	-8%
> Cn1c2ccccc2c2cnn(CC(=O)NCCCN3CCCCC3)c(=O)c21
 : 15%	/	-22%
> CC1CCC(CN2C(Nc3ccccc3)=NC[C@@H]2Cc2ccccc2)CC1 (stereo partly drawn)
 : ?	/	-16%
> CCOC(=O)CNC(=O)CSc1nnc(Cn2c(=O)sc3ccccc32)n1C
 : 8%	4%	-16%
> CCN(CC)S(=O)(=O)c1ccc(OC)c(NC(=O)c2ccc(N3CCCC3=O)cc2)c1
 : -16%	/	6%
> O=C(NCc1ccc(Cl)cc1)c1cccc(NC2=NC3CS(=O)(=O)CC3S2)c1 (stereo not drawn)
 : 9%	-15%	21%
> CCc1ccc(S(=O)(=O)N/N=C\c2ccc3c(c2)OCO3)cc1
 : -4%	16%	-22%
> N#Cc1nc(COc2ccc(F)cc2)oc1N1CCN(Cc2ccccc2)CC1
 : ?	6%	-21%
> O=c1c2cnn(-c3ccccc3)c2ncn1Cc1ccccc1
 : 2%	0%	-3%
> Cc1ccc(Cn2ccc(NC(=O)c3cc(-c4cccc(Cl)c4)on3)n2)cc1
 : -1%	12%	-10%
> CCCCCCOc1ccc(N2C(=O)CC(N3CCC(C(=O)OCC)CC3)C2=O)cc1 (stereo not drawn)
 : ?	-1%	-9%
> CCC(C)NC(=O)Cn1c(=O)n(-c2ccc(OC)cc2)c(=O)c2ccc(C(=O)NCc3ccc(C)cc3)cc21 (stereo not drawn)
 : 14%	2%	-3%
> CCCNC(=O)Cn1c(=O)cnc2ccccc21
 : -4%	14%	1%
> COc1ccccc1N1CCN(C(=O)c2cc3c(=O)n4cccc(C)c4nc3s2)CC1
 : -4%	?	0%
> COc1ccc(-c2ccc(OC)cc2C(=O)O)cc1
 : -7%	4%	9%
> Cc1ccccc1C(=O)NC(=S)Nc1ccc(Cc2ccncc2)cc1
 : -23%	5%	10%
> Cc1cccc(C)c1NC(=O)CN(C)C(=O)CC1OC(=O)c2ccccc21 (stereo not drawn)
 : 6%	-3%	-10%
> CCNc1nc(N2CCOCC2)nc(N(c2ccccc2)c2ccccc2)n1
 : -7%	-7%	12%
> Cc1ccc(-n2cc(C(=O)Oc3ccc(F)cc3)c3ccccc3c2=O)cc1
 : 16µM*	/	-13%
> CCS(=O)(=O)N1Cc2ccccc2CC1C(=O)Nc1cccc(C)c1 (stereo not drawn)
 : -10%	-2%	12%
> CC(=O)Nc1c(C(=O)N2CCCCCC2)cnn1-c1ccccc1Cl
 : 2%	8%	2%
> CC(C)(C)NC(=O)NC(=O)COC(=O)C1=COCCO1
 : 0%	/	7%
> O=C(Nc1ccccc1)c1ccccc1OCC(O)CN1C(=O)c2ccccc2S1(=O)=O (stereo not drawn)
 : -21%	15%	9%
> O=C1Nc2ccccc2SC(c2ccccc2)C1O (stereo not drawn)
 : 23µM*	6%	?
> Fc1ccccc1NC(=S)N(CCN1CCCCCC1)Cc1cccs1
 : 0%	-9%	-2%
> COCCCNC(=O)Cn1nnc(-c2ccc(NC(=O)c3ccccc3OC)cc2)n1
 : -7%	6%[2.35 µM]	-11%
> CC(=O)c1ccc(OC(=O)CCc2nc3ccccc3s2)cc1
 : -13%	-24%	-23%
> Cc1ccc(S(=O)(=O)N2CCOCC2)cc1C(=O)NCc1ccc(F)cc1
 : -6%	0%	4%
> Cc1ccc2nc3c(cc(C(=O)NCCc4ccccc4)c(=N)n3CC3CCCO3)c(=O)n2c1 (stereo not drawn)
 : 21µM*	?	2%
> Cc1ccccc1NC(=O)CN(c1ccc(Cl)cc1Cl)S(=O)(=O)c1ccccc1
 : 18µM*	/	-15%
> c1cncc(CSc2nnc3ccc(-c4ccncc4)nn23)c1
 : -2%	16%	1%
> O=C(O)c1nn(CC(=O)N2CCC(Cc3ccccc3)CC2)c(=O)c2ccccc12
 : -20%	-4%	8%
> Cc1ccc(NC(=O)N2CCCC2)cc1Cl
 : -14%	-22%	14%
> CC1(C)Cn2c(nnc2-c2cccc(O)c2)S1
 : 5%	?	2%
> COc1cc(F)cc(C2=CC(=O)C[C@H](c3ccc(F)cc3)C2)c1
 : ?	/	-8%
> C[C@@]12C(=O)N(c3cccc(F)c3)C(=O)N1[C@@H]1c3ccccc3OC[C@@H]1[C@H]2c1ccccc1
 : ?	/	-9%
> CC1=CC2=NC(=O)/C(=C/c3coc4ccc(Cl)cc4c3=O)C(=N)N2O1
 : -18%	-12%	11%
> Cc1ccc(NC(=O)CSc2nc3c([nH]c4ccccc43)c(=O)n2-c2ccccc2)c(C)c1
 : ?	/	4%
> O=C(O)CSc1nc2c(cnn2-c2ccccc2)c(=O)n1-c1ccc(Br)cc1
 : 1%	-2%	13%
> CCn1c(=O)c(CCC(=O)N2CCN(c3ccccn3)CC2)c(C)c2c(C)nn(-c3ccccc3)c21
 : 16µM*	2%	-1%
> Cc1ccc(C23CC4CC(CC(C(=O)NC(C(=O)O)C(C)C)(C4)C2)C3)cc1 (stereo not drawn)
 : -13%	11%	4%
> CN(C(=O)Cn1nc(Cc2cccnc2)c2ccccc2c1=O)c1cccc(C(F)(F)F)c1
 : -18%	/	2%
> CCc1nn2c(=O)cc(COc3ccc(/C=C(\C#N)C(=O)Nc4ccc(F)cc4)cc3OC)nc2s1
 : ?	/	15%
> CCOc1ccc(NC(=O)c2nc(S(=O)(=O)Cc3ccccc3C)ncc2Cl)cc1
 : 1µM*	/	-5%

# (list continues)
# Below each SMILES: DT40 TDP1 CPT	N370S GC	FEN1 inh
> Cc1ccc(S(=O)(=O)Nc2ccc(NC(=O)Nc3cccc(C(F)(F)F)c3)cc2)cc1
 : 18µM*	-2%	-24%
> CC(=O)Nc1ccc(NC(=O)CN2CCCC(C)C2)c(Cl)c1 (stereo not drawn)
 : -21%	1%	6%
> O=C(CCS(=O)(=O)c1ccccc1)Nc1nccs1
 : ?	21%	-4%
> CSc1ccccc1OCc1cc(C(=O)NCCn2nc(C)cc2C)no1
 : 12µM*	-2%	-3%
> O=C(O)CC/C(=C/c1cccc(NC(=O)c2ccccc2Cl)c1)c1nc2ccccc2s1
 : 2%	/	-19%
> NCCCC[C@@H]1NC(=O)c2cc([N+](=O)[O-])cc(F)c2NCCCC[C@@H](C(N)=O)NC(=O)CNC1=O
 : -2%	6%	?
> Nc1nonc1-n1nnc(C(=O)N/N=C/c2ccccc2Br)c1CN1CCCC1
 : -1%	-7%	-3%
> CCCc1nc2ccccc2c(C(=O)OCc2nnc(-c3cc(OC)c(OC)c(OC)c3)o2)c1CC
 : 16µM*	-4%	-21%
> Cc1nc(NC2CCCCC2)c2nnn(Cc3ccccc3Cl)c2n1
 : ?	-17%	-3%
> COc1ccccc1C(=O)Nc1ccncc1
 : -6%	-16%	6%

# Some of the entries above in another layout.
> CCn1c(=O)c(CCC(=O)N2CCN(c3ccccn3)CC2)c(C)c2c(C)nn(-c3ccccc3)c21
- DT40 TDP1 CPT = 16µM*
- N370S GC = 2%
- FEN1 inh = -1%
> Cc1nc(C)c(-c2ccc(SCC(=O)Nc3ccc(Br)cc3)nn2)s1
- DT40 TDP1 CPT = 21µM*
- N370S GC = /
- FEN1 inh = 14%

# Source: PubChem BioAssay (National Center for Advancing Translational Sciences (NCATS))
